Screens (PubChem BioAssay)
LDHA block: inhibitors of human lactate dehydrogenase A | activity change, % (values are at about 110 or 230 µM) | purified LDHA, NADH/diaphorase-resazurin fluorescence; stronger effect = lower value | 480,000 tested, 0.15% active | P00338; in the data active = activity change below about -30%; inconclusive = mostly about -25% to -30%;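 note: plate controls were DMSO wells for no effect and wells without enzyme for full effect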
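Enzyme activity of human lactate dehydrogenase 5 (2 nM; 0.06 mM NADH, 0.2 mM pyruvate, 5 min, RT) is measured via a resazurin/diaphorase fluorescence readout of residual NADH.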
Apoferritin bind: candidate novel general anesthetic via apoferritin binding. apoferritin/1-aminoanthracene competitive binding, fluorescence. Potency, µM (doses to about 77.5 µM), for the others: top-dose activity change, negative = displacement, usual class: inhibitors. 350,000 tested, 0.074% active. AID 485281; note: potency is the fitted concentration of half-maximal effect; % is set by controls: 0 for no effect and ±100 for the full control effect; nearly all actives have a fitted effect of over 20% in size
Target sequence (P02791 2-175 limits assumed): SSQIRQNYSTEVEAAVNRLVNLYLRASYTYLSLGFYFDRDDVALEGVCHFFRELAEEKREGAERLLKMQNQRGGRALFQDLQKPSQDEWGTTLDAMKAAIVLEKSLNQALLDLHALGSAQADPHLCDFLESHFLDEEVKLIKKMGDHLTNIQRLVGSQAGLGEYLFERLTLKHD
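Steps: apoferritin (10 uM) was premixed with half-saturated 1-AMA in PBS, compounds were pin-transferred, plates stood 10 min at room temperature, fluorescence was read at 380/535 nm, and curves were fitted with a Hill equation.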
ERG-DNA inh: blocks human ERG Ets domain binding to DNA; fluorescence polarization, His-ERG Ets domain / labelled DNA; Potency, µM (doses to about 76.9 µM), without a hit: top-dose FP activity, negative = inhibition, most hits filed as inhibitors; 370,000 tested, 0.028% active; active = well fitted inhibition curve with a large enough effect in the polarisation, with a control signal flat; inconclusive = small, poorly fitted or top-dose-only effect, or effect the other way, or a change in a side signal; inactive = no such curve, though single readings can be large or run the other way; the % refers to the polarisation;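 note: polarization taken with two DNA probes labelled with fluorescein and Texas red; potency is the fitted concentration of half-maximal effect; % of control where 0% means no effect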
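His-tagged ERG Ets domain (1 uM in the protein solution; 300mM KCl, 50mM Tris-HCl, 1mM EDTA, 1mM DTT, pH 7.5) received compound, then a probe mix of 5 nM fluorescein-DNA and 100nM Texas-615-DNA. Fluorescence polarization was read for both dyes.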
APEX1 inh: blocks human APE1 abasic DNA cleavage; recombinant APE1, TAMRA/BHQ-2 abasic DNA cleavage fluorescence; Potency, µM (highest dose often 65.8 µM), for inactives: top-dose activity change, negative = inhibition, most hits filed as inhibitors; 350,000 tested, 0.35% active;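 note: potency is the fitted concentration of half-maximal effect; plate controls were vehicle for no effect and reference inhibitor for full effect; nearly all actives have a fitted effect of over 55% in size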
Target sequence (P27695 whole entry, looked up): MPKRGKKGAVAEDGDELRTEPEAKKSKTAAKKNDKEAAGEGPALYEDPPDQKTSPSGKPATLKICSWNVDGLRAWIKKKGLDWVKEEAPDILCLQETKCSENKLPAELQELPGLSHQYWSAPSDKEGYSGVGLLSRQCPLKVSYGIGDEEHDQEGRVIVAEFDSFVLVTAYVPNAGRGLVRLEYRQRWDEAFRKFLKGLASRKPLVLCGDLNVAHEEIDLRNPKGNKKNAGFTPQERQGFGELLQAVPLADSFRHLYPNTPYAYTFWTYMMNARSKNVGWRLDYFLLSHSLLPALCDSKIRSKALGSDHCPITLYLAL
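Enzyme (0.75 nM final) and test compound are incubated 15 min at room temperature before adding 50 nM quenched THF abasic-site duplex. Cleavage dequenches TAMRA, followed at 525/598 nm over three reads one minute apart.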
Pol beta inh: inhibitors of human DNA polymerase beta. P06746. Pol beta primer extension/strand displacement, fluorescence kinetic. Potency, µM (titrated, usually from 114 µM), without a hit: at the highest dose activity change, negative = inhibition, hits mostly inhibitors. 340,000 tested, 1.3% active; note: potency is the fitted concentration of half-maximal effect; % is set by controls: 0 for no effect and ±100 for the full control effect
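Preincubation: enzyme (10 nM) with compound, 15 min, RT. Reaction: substrate added to 50 nM final. Reads: 0 and 10 min. Analysis: normalized, Hill fit.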
RGS4 inhibitor: inhibitors of human regulator of G protein signaling 4; Transcreener GDP fluorescence polarization, RGS4-accelerated GTP hydrolysis; 390,000 tested, 0.039% active; P49798; AID 504845; Potency, µM (series often up to 114 µM), for inactives: at the highest dose activity change, negative = inhibition, usual class: inhibitors; note: potency is the fitted concentration of half-maximal effect; % is set by controls: 0 for no effect and ±100 for the full control effect; nearly all actives have a fitted effect of over 75% in size; some results filed as inactive show a strong effect at the top dose
Target sequence (P49798 whole entry, looked up): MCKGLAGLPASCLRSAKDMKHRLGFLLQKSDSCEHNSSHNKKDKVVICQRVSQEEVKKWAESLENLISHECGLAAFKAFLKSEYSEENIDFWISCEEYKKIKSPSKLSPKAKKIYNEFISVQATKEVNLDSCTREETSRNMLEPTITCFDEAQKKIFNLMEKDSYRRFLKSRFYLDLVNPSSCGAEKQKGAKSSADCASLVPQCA
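MLSMR compounds (23 nl, pin-transferred) preincubated 10 min at room temperature with a 500nM (2x) first reagent, then RGS4 at 900nM (2x) plus Transcreener GDP mix added; fluorescence polarization (620/688 nm) read before and after 90 min at 30 °C.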
POLH inh: DNA polymerase eta (human) inhibition. Potency, µM (highest dose often 114 µM), for inactives: at the top dose activity change, negative = inhibition, most hits filed as inhibitors. AID 588591. 390,000 tested, 1.2% active. Q9Y253. recombinant Pol eta, fluorescent DNA replication assay; note: potency is the fitted concentration of half-maximal effect; % is set by controls: 0 for no effect and ±100 for the full control effect
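Pol eta (10 nM) was preincubated with compounds for 15 min at room temperature, after which fluorescent replication substrate (50 nM final) was added to start the reaction. Fluorescence was read kinetically at 0 and 10 min.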
12-LOX inh: ALOX12 (human) lipoxygenase inhibition; P18054; purified 12hLO, xylenol orange hydroperoxide absorbance; Potency, µM (doses to about 108 µM), without a hit: at the top dose activity change, negative = inhibition, most hits filed as inhibitors; 580,000 tested, 1.1% active; note: potency is the fitted concentration of half-maximal effect; % is set by controls: 0 for no effect and ±100 for the full control effect
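Purified human 12hLO (150 nM final) in 25 mM Hepes, 0.01% Triton X-100, pH 7.0 was preincubated 15 min at room temperature with compound. Then 40 uM arachidonic acid was added, 30 min. Hydroperoxide was read by Fe-XO absorbance ratio 573/405 nm.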
Pol kappa inh: blocks human DNA polymerase kappa activity | Q9UBT6 | purified Pol kappa, fluorescent DNA synthesis assay, 10 min | Potency, µM (series often up to 107 µM), for inactives: at the top dose activity, negative = inhibition, usual class: inhibitors | 400,000 tested, 0.53% active | AID 588579; note: potency is the fitted concentration of half-maximal effect; % is set by controls: 0 for no effect and ±100 for the full control effect
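Here, compound and 10 nM enzyme are combined for 15 min at room temperature; adding 50 nM substrate (final) starts DNA synthesis, tracked by fluorescence at 0 and 10 min against buffer-only wells.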
* marks the source's active call; other numbers are inactive results; i = inactive; ? = inconclusive; nt = no result given; & = joins results of further samples; [ ] = dose if it differs, or a comment. Unless noted, calls come from the whole dose curve; as a rule, active = well fitted curve in the direction sought with a large enough effect; inconclusive = small, poorly fitted or top-dose-only effect, or another doubt; inactive = no such curve, though single readings can be large; an effect the other way counts as inactive or inconclusive. Only part of the results is shown (hit frequency here may not be typical).

SMILES	LDHA block	Apoferritin bind	ERG-DNA inh	APEX1 inh	Pol beta inh	RGS4 inhibitor	POLH inh	12-LOX inh	Pol kappa inh
COc1ccc(OC)c(C2C(C(=O)Nc3ccc(C)cc3)=C(C)Nc3nnnn32)c1 (centres undefined)	-7	33%[activator]	-7%	nt	-3%	15%	-10%	-20%	-21%[60.1 µM]
CC(=O)C1C(c2ccc(C)cc2)c2c(noc2C)CC1(C)O (centres undefined)	1	-15%	-3%	?	1%	0%	-8%	4%	7%
CC1CCc2sc3ncnc(N4CCOCC4)c3c2C1 (centres undefined)	-4	-18%	8%	-1%	-24%	7%	-7%	-25%	-5%
Brc1ccccc1-c1nnc(CSc2nncn2-c2ccccc2)o1	-11	-16%	2%	1%	-2%	-41%[56.9 µM]	?	0%	-24%
C#CCN(C#N)c1nc(NCC)nc(NC(C)C)n1	8	0%	5%	-2%	23%	0%	-4%	10%	4%
Cc1nnc(SCC(=O)NCc2ccc3c(c2)OCO3)n1C	-4	-1%	8%	22%	13%	5%	-2%	-10%	-3%
C[C@H](CO)N1C[C@H](C)[C@@H](CN(C)S(=O)(=O)c2ccc(F)cc2)Oc2ccc(NC(=O)CCC(F)(F)F)cc2C1=O	2	nt	4%	39%	nt	-7%	-2%	-1%	16%
O=S(=O)(Nc1ccc2c(c1)nc1n2CCOC1)c1ccc(Cl)cc1	-5	-8%	-4%	-3%	0%	12%	-12%	-9%	-5%
N#CCCN(C(=O)COC(=O)Cc1ccc(Br)cc1)c1ccccc1	-5	-6%	4%	-10%	4%	24%	-12%	3%	-4%
O=C(/C=C/c1ccccc1)OCC(=O)N1CCN(c2ccccc2)CC1	-3	nt	12%	-3%	nt	21%	-18%	-24%	-9%
CN(C)c1ccc(CNC(=O)Cn2ccc3cc(S(=O)(=O)N4CCCCCC4)ccc32)cc1	2	-10%	-7%	nt	1%	21%	-8%	1%	-9%
COC(=O)C1=C(C)N(c2cccc3ccccc23)C(=O)C1	3	3%	0%	-1%	13%	-25%	-1%	?	2%
Cc1ccc(-c2nnn(CC(=O)NCCc3ccc4c(c3)OCO4)n2)cc1	1	0%	9%	15%	32%[activator]	2%	-12%	3%	2%
COC(=O)c1ccccc1NC(=O)Cn1nnc(-c2ccc3c(c2)OCO3)n1	-3	4%	0%	1%	6%	1%	?	0%	-13%
COc1ccc(NC(=O)C(C)NS(=O)(=O)c2ccccc2)cc1Cl (centres undefined)	-7	3%	-7%	-7%	?	19%	-17%	2%	-19%
Cc1cc(C)c(N(C(=O)c2csnn2)C(C(=O)NC(C)(C)C)c2ccncc2)c(C)c1 (centres undefined)	-4	-6%	-1%	-3%	3%	15%[56.9 µM]	-21%	-2%	-17%
Cc1ccc(NC(=O)Nc2nnc(N(C)C3CCCCC3)s2)c(Cl)c1	-12	-11%	2%	nt	-23%	9%	?	-29%	-15%
Cc1ccc(C)c(NC(=O)c2ccc(S(=O)(=O)C(F)F)cc2)c1	-3	-8%	1%	2%	-30%	-16%	-4%	-15%	-10%
CCCCc1ncc(CN2CCC(n3nccc3NC(=O)c3ccccc3OC)CC2)[nH]1	-2	-10%	7%	12%	-4%	-51%[56.9 µM]	-19%	1%	-9%
O=C(Nc1nnc(S(=O)(=O)N2CCCCCC2)s1)c1ccccc1Cl	-2&-7	-21%&-6%	-14%&4%	29%	12%&11%	-5%&19%	-4%&-9%	-3%&-16%	-10%&-2%
COc1ccc(CNC(=O)CCS(=O)(=O)c2cc3c4c(c2)CCN4C(=O)CC3)cc1OC	-10	-1%	9%	nt	2%	-14%	-7%	?	-10%
CCN(C(=O)C1CCCN1S(=O)(=O)c1ccc2c(c1)n(C)c(=O)c(=O)n2C)c1ccccc1 (centres undefined)	-1	-13%	12%	20%	1%	-33%	-3%	248%[activator]	-25%
CCOC(=O)CSc1nnc(Cc2ccccc2)n1-c1cccc(Cl)c1	-9	-10%	1%	0%	42%	-27%	-2%	nt	-21%
COc1cc2oc(=O)c(CC(=O)NCCc3ccccc3)c(C)c2cc1Cl	5&-3	-4%	-1%	nt	1%	-1%	-15%	-1%&-14%	4%
O=C(CC12CC3CC(CC(C3)C1)C2)Nc1cccc2ncccc12	7&0	?	10%	-1%	0%	-26%	-19%	72%&-6%	8%
Cc1cccc(NC(=O)CN2C(=O)C(c3ccc(F)cc3)=NC23CCCCCC3)c1	8	5%	3%	nt	0%	-14%	nt	0%	-6%
CCNC(=S)Nc1ccc2ncoc2c1	0	-5%	-5%	1%	29%	-34%	0%	?	4%
CC(=O)c1c(C)n(-c2ccccc2)c2ccc(OCC(N)=O)cc12	1&-3	-11%	-8%	0%	-3%	-25%	-2%	6%&-1%	3%
CCOc1ccc(N(CC)S(=O)(=O)N2CCCC(C(=O)NCCc3ccc(OC)cc3)C2)cc1 (centres undefined)	-4	1%	-6%	nt	0%	32%	-9%	2%	-6%
CCOc1ccc(NC(=O)C2CCC(CNc3c(N4CCC(C)CC4)c(=O)c3=O)CC2)cc1 (centres undefined)	-10	-8%	-6%	4%	?	14%	-9%	-4%	6%
O=C(NCCN1CCN(C(=O)c2ccc([N+](=O)[O-])cc2)CC1)C(=O)Nc1ccc(F)cc1	3	-11%	-3%	46%	11%	26%	-19%	-5%	-16%
COCCOC(=O)c1[nH]c2c(c1C)C(=O)CC(c1ccccc1)C2 (centres undefined)	-7	4%	-7%	4%	-18%	22%	-11%	nt	-4%
Brc1ccc(CSc2ccc(-c3ccco3)nn2)cc1	-4	-4%	1%	15%	?	?	-13%	-9%	-17%
COc1cc(OC)cc(-c2nc3nc(C)c(CCC(=O)NCC(OC)OC)c(C)n3n2)c1	1	-7%	6%	10%	-16%	-9%	-12%	0%	1%
CCNC(=O)c1c(NC(=O)COc2ccc(F)cc2)sc2c1CCCC2	-1	-8%	1%	nt	18%	-4%	-11%	6%	-21%
CCOC(=O)Nc1ccc(Oc2ccccc2)cc1	-3	2%	-1%	2%	-14%	3%	0%	0%	-6%
COc1ccc(Nc2nc3c(C)cccn3c(=O)c2C=NCc2ccccc2)cc1	1	-10%	-3%	13%	-1%	7%	-14%	-7%	13%
CC(=O)c1ccc(OCc2cc([N+](=O)[O-])cc3c2OCOC3)cc1	-9	?	-4%	9%	18%	-46%	-7%	1%	-2%
CCC1CCc2nc3sc(C(=O)Nc4cccc(C(F)(F)F)c4)c(N)c3cc2C1 (centres undefined)	1	13%	-4%	nt	12%	3%	-4%	-15%	-5%
O=C1CCC(=O)N1CNc1ccc(Oc2ccccc2)cc1	5	?	2%	5%	42%	-12%	-18%	7%	-4%
Cc1ccc(S(=O)(=O)NCc2ccccn2)c(C)c1	0	0%	11%	3%	1%	-4%	-8%	10%	11%
O=C(COc1ccc2ccccc2c1)Nc1nnc(-c2ccco2)s1	-6	0%	-9%	4%	?	-13%	-16%	nt	-16%
Fc1ccccc1-c1nc(NC2CCCC2)c2ccccc2n1	1&-3	-8%	-1%	22%	-7%	-15%	-14%	?	7%
CC(C)Nc1nnc(SC(C)C(=O)Nc2ccc(Cl)cn2)s1 (centres undefined)	-3	-6%	5%	-2%	28%	0%	-1%	-6%	0%
CCOC(=O)c1ccc(NC(=O)c2nccnc2C(=O)O)cc1	-11	-2%	-7%	-2%	6%	14%	-15%	?	-9%
CC1COc2ccccc2N1S(=O)(=O)c1ccc(Cl)cc1 (centres undefined)	2	10%	?	-1%	-17%	-9%	-17%	3%	-16%
C=CCOc1ccc(CN(C)C(=O)c2ccc(CNS(=O)(=O)c3ccc(C)c(C)c3)cc2)cc1	-1	nt	-3%	5%	nt	-20%	-19%	20%	-6%
Cc1nnc(SCC(=O)Nc2c(Cl)cccc2Cl)n(N)c1=O	-10	nt	15%	2%	nt	11%	7%	-1%	9%
CN(C)C(CNC(=O)c1ccc(Cl)c(S(=O)(=O)N2CCCCCC2)c1)c1ccccc1 (centres undefined)	-2	nt	2%	5%	nt	14%	-18%	?	-8%
COc1cc(OC)cc(-c2cc3nc(C)c(CCC(=O)Nc4nc(C)cs4)c(C)n3n2)c1	3	5%	0%	3%	?	-12%	-5%	-3%	6%
Cc1cc(C(=O)COC(=O)[C@H](C)NC(=O)c2ccco2)c(C)n1Cc1ccco1	-6	-15%	10%	-1%	?	0%	-13%	8%	-3%
Cc1cc(C)cc(C(=O)NCCc2csc(-c3ccc(C(F)(F)F)cc3)n2)c1	1	-5%	1%	nt	?	-21%	-20%	0%	-1%[60.1 µM]
CCCCCNC(=O)CCc1ccccc1	-2	-8%	6%	1%	19%	23%	12%	-6%	1%
COc1ccc(NC(=O)Nc2ccc3c(c2)OCO3)c(C)c1	1	2%	-13%	-5%	2%	13%	8%	i	-1%
O=C(NC(N1CCOCC1)C(Cl)(Cl)Cl)c1ccccc1Cl (centres undefined)	-4	-10%	3%	2%	12%	18%	-8%	0%	6%
CC(C)(C)NC(=O)CSc1ncnc2c1cnn2-c1ccccc1	-5	0%	8%	54%[activator]	9%	11%	-2%	-5%	-1%
